PrPC TRFRET: inhibitors of human cell surface prion protein PrPC | AID 720596 | 370,000 tested, 0.43% active | TR-FRET read-out | P04156 | inhibition, % at 13.8 µM; in the data active = inhibition above about 24%; also: 0% = median of the test wells and 100% = reference compound wells
SARS 3CLpro inh: SARS-CoV 3CLpro protease inhibition; P0C6X7; recombinant SARS-CoV 3CLpro, quenched FRET peptide cleavage; inhibition, % at 6 µM; 290,000 tested, 0.14% active; AID 1706; in the data active = inhibition above about 12%
Y pestis TopoI: inhibitors of Yersinia pestis topoisomerase I; AID 504884; activity, % at 10 µM; Y. pestis Topo-I cleavage product accumulation, plate reader; 360,000 tested, 0.064% active; in the data active = activity above about 50%, passing the limit was not always enough; also: inactives centre near 2
PfHsp40 yeast: rescue of PfHsp40-mediated yeast toxicity; S. cerevisiae expressing PfHsp40, growth rescue, ATP luminescence; growth rescue, % at 12.5 µM; 340,000 tested, 0.68% active; AID 504582; in the data active = growth rescue above about 28%, passing the limit was not always enough;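 also: yeast W303a lacking pdr1 and pdr3 grown in galactose medium; growth measured after three days at 30 °C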
TcdB inh: inhibitors of Clostridioides difficile toxin B glycohydrolase | P18177 | TcdB glycohydrolase enzymatic assay, plate reader | inhibition, % at 9.99 µM | 350,000 tested, 0.24% active | AID 652162; in the data active = inhibition above about 10%
SSB-PriA inh: K. pneumoniae PriA-SSBct interaction inhibition | 430,000 tested, 0.6% active | inhibition, % at 33 µM | AlphaScreen SSBct-PriA binding, biotinylated peptide; in the data active = inhibition mostly above about 37%, no sharp cut-off; inactive = mostly below about 20%;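 also: plate controls were negative control peptide for no effect and reference peptide for full effect; strong numbers were not always called active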
BoNT-A LC inh2: BoNT A light chain protease inhibition. multiplex microsphere protease substrate cleavage, flow cytometry. inhibition, % at 10 µM. 360,000 tested, 0.17% active; also: plate controls were buffer without enzyme for full effect and enzyme alone for no effect
Anthrax LF prot: blocks Bacillus anthracis lethal factor protease; P15917; multiplex microsphere protease cleavage assay, LF; inhibition, % at 10 µM; 360,000 tested, 0.12% active; also: plate controls were buffer without enzyme for full effect and enzyme alone for no effect
Target sequence (P15917 whole entry, looked up): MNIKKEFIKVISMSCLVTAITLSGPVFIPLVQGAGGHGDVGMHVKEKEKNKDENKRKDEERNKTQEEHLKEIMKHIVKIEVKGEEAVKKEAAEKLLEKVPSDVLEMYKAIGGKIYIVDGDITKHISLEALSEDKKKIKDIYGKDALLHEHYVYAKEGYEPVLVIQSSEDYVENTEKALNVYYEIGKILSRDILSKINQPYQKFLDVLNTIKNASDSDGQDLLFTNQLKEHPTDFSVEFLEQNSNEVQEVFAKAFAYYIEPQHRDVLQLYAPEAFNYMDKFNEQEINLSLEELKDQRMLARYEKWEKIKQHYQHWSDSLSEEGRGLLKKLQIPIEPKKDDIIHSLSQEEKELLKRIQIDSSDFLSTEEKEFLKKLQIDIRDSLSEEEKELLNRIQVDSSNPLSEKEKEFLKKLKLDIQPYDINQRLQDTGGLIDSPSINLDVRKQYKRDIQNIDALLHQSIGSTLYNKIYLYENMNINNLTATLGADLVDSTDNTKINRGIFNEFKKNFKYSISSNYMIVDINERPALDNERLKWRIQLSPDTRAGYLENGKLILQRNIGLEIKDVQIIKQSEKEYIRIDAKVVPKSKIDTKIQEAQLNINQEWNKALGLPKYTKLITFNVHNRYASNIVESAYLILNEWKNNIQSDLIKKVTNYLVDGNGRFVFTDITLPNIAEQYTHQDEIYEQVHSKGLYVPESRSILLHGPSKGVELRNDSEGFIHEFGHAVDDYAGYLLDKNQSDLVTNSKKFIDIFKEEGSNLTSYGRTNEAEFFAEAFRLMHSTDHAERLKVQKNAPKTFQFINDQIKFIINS
Vc quorum ag: induces V. cholerae light production without autoinducers | V. cholerae BH1578 lux reporter, luminescence, 6 h | activation, % at 18.7 µM | 350,000 tested, 0.16% active; in the data active = activation mostly above about 9.7%, no sharp cut-off; also: not every result past the cut was called active; inactives centre near 0; reference of the scale not given here
* = called active by the depositor; i = inactive; nt = no result given. Rule as the data show it, unless noted: active = inhibition above about 30%; inconclusive = no clear call, values can overlap the other calls; inactive = below that.

SMILES | PrPC TRFRET | SARS 3CLpro inh | Y pestis TopoI | PfHsp40 yeast | TcdB inh | SSB-PriA inh | BoNT-A LC inh2 | Anthrax LF prot | Vc quorum ag
COCCn1c(SCC(=O)N2CCCc3ccccc32)nc2cccnc21 | 1 | 1 | 1 | 0.5 | nt | 9 | 1.3 | 5 | i
CC(C)(C)C(=O)Nc1cccc(-c2cc(-c3c(Cl)cccc3Cl)no2)c1 | 1 | 6 | -8 | 2.7 | 0.4 | -3 | nt | nt | i
O=C(CNc1ccccc1)c1ccc([N+](=O)[O-])cc1 | -13 | 5 | -6 | -1.0 | -0.4 | 28 | 0.3 | -1 | -0.3
O=C(Nc1ccc(S(=O)(=O)NC2=NCCCCC2)cc1)c1cc(F)c(F)cc1Cl | -5 | nt | 8 | -0.7 | 1.9 | -10 | nt | nt | 5.6
O=C1C(=O)N(c2ccccc2)C(c2ccccc2)C1c1ccccc1 (stereo not given) | -3 | nt | 3 | -0.2 | 2.1 | 2 | -0.1 | -3 | -7.1
COc1ccc(N(CC(=O)Nc2ccccc2C(=O)NCCc2ccccc2)S(C)(=O)=O)cc1OC | -3 | -2 | 5 | 1.8 | nt | -11 | 1.0 | 0 | -0.2
CC(C)COC(=O)CCNc1n[nH]c(=O)[nH]c1=O | 3 | 3 | 0 | -1.1 | nt | -19 | 1.2 | -2 | 7.7
O=C(Cc1ccccc1[N+](=O)[O-])OCN1C(=O)c2ccccc2C1=O | -9 | 5 | 5 | 1.3 | 2.0 | -3 | 1.2 | -4 | 0.4
CC1CCCN(S(=O)(=O)c2ccc(NC(=O)CNC3CCCC3)cc2)C1 (stereo not given) | -5 | 2 | -7 | -0.2 | -1.6 | -5 | 0.0 | 0 | -0.1
Nc1nonc1-n1nnc(C(=O)N/N=C/c2ccncc2)c1CSc1ccccc1 | -5 | 2 | -3 | -2.6 | 1.9 | nt | -3.3 | 0 | -0.2
CCCCC(c1nc2ccccc2[nH]1)n1c(-c2ccccc2)nc2cc(C)c(C)cc21 (stereo not given) | 5 | nt | nt | nt | 2.0 | nt | -2.4 | 0 | nt
CCCCN(CC(=O)NCc1ccc(Cl)cc1)S(=O)(=O)c1ccc2c(c1)OCCO2 | 8 | -1 | 16 | 3.9 | -0.2 | -27 | -0.4 | -1 | i
COc1ccc(NC(=O)CN2CCC(C(N)=O)CC2)cc1 | 4 | -3 | -4 | 0.3 | nt | 7 | 0.8 | -6 | i
CCN1CCN(Cc2ccc(NC(=O)c3cc(NC(=O)c4ccc5n[nH]nc5c4)cc(OC)c3)cc2C(F)(F)F)CC1 | 2 | nt | -14 | -0.5 | 0.2 | 15 | -1.3 | 4 | -2.2
COc1ccc(N2C(N)=C(C#N)C(c3cccnc3)C3=C2CC(C)(C)CC3=O)cc1 (stereo not given) | -3 | 1 | -5 | -0.6 | nt | -1 | -0.1 | -3 | i
Cc1ccc(S(=O)(=O)N2CCCC2C(=O)O)s1 (stereo not given) | -7 | -1 | -9 | 0.5 | nt | -10 | -1.8 | 0 | -6.2
COc1cc2cc(C(=O)NCCc3ccccc3)[nH]c2cc1OC | -1 | 0 | 1 | -0.8 | 0.0 | -4 | -0.9 | 0 | i
COC(=O)c1ccc(NC(=O)c2cc(-c3ccccn3)nc3ccccc23)cc1 | 3 | 2 | -9 | -0.7 | 1.1 | -10 | -1.2 | -5 | 2.8
CCC1C(=O)NCCN1C(=O)c1ccc2nc(Cc3ccc(OC)cc3)oc2c1 (stereo not given) | 1 | -8 | -9 | -0.1 | -0.1 | 6 | 0.7 | 0 | i
NS(=O)(=O)c1ccc(NS(=O)(=O)c2ccc(Br)cc2)cc1 | 0 | -9 | 7 | 0.7 | 1.6 | -4 | -1.5 | -6 | -0.4
CN(C)c1ccc(N=C/C=C2\N(C)c3ccccc3C2(C)C)cc1 | -16 | 0 | -7 | 1.6 | nt | 76 | 0.6 | -18 | i
O=C(NCCC1=CCCCC1)c1cc(S(=O)(=O)N2CCOCC2)c(Cl)cc1Cl | -5 | nt | 3 | 0.7 | 2.8 | -3 | 1.8 | 2 | 1.2
CC(=O)OCCCNc1cc(Sc2ccc(C)cc2)c2nonc2c1[N+](=O)[O-] | -5 | 9 | 10 | 25 | nt | -12 | 2.9 | 0 | -0.3
O=C(COC(=O)c1nn(CCO)c(=O)c2ccccc12)Nc1ccc(Cl)c(Cl)c1 | 6 | nt | 7 | 1.7 | 0.6 | -6 | -1.1 | -4 | i
Cc1cc(C)cc(NC(=O)CN(C)CC(=O)N(CC(C)C)c2c(N)n(CC(C)C)c(=O)[nH]c2=O)c1 | 4 | nt | -2 | -0.1 | 0.5 | -4 | -1.0 | -9 | -0.7

Arranged by heavy-atom count (smallest number first): some entries from above
SMILES | PrPC TRFRET | SARS 3CLpro inh | Y pestis TopoI | PfHsp40 yeast | TcdB inh | SSB-PriA inh | BoNT-A LC inh2 | Anthrax LF prot | Vc quorum ag
COc1cc2cc(C(=O)NCCc3ccccc3)[nH]c2cc1OC | -1 | 0 | 1 | -0.8 | 0.0 | -4 | -0.9 | 0 | i
CC(=O)OCCCNc1cc(Sc2ccc(C)cc2)c2nonc2c1[N+](=O)[O-] | -5 | 9 | 10 | 25 | nt | -12 | 2.9 | 0 | -0.3
COc1ccc(N2C(N)=C(C#N)C(c3cccnc3)C3=C2CC(C)(C)CC3=O)cc1 (stereo not given) | -3 | 1 | -5 | -0.6 | nt | -1 | -0.1 | -3 | i
CCCCC(c1nc2ccccc2[nH]1)n1c(-c2ccccc2)nc2cc(C)c(C)cc21 (stereo not given) | 5 | nt | nt | nt | 2.0 | nt | -2.4 | 0 | nt

(more compounds)
SMILES | PrPC TRFRET | SARS 3CLpro inh | Y pestis TopoI | PfHsp40 yeast | TcdB inh | SSB-PriA inh | BoNT-A LC inh2 | Anthrax LF prot | Vc quorum ag
Cc1cc(C(=O)N2CCCC(CO)(Cc3ccc(F)cc3)C2)c(C)o1 (stereo not given) | 6 | -2 | 9 | -1.1 | -0.5 | 5 | -1.9 | -1 | -0.6
COc1ccccc1CC(=O)N1CCN(S(=O)(=O)c2ccccc2)CC1 | 0 | -7 | 13 | -1.2 | 1.2 | 8 | 1.0 | -1 | -3.6
CC(C)c1nnc(NC(=O)CCS(=O)(=O)Cc2ccccc2)s1 | 5 | 0 | 2 | 0.1 | -0.2 | 1 | -3.0 | -6 | -0.2
O=C(NCCCN1CCCCCC1)c1ccc2c(Cl)c3c(nc2c1)CCCC3 | -8 | -1 | 8 | -0.2 | -7.8 | 18 | 3.8 | -2 | -0.5
CC(=O)Nc1c(O)nc(SCC(=O)Nc2c(C)cccc2C)[nH]c1=O | 3 | 4 | 5 | -0.4 | nt | -15 | 0.2 | -1 | -0.5
CC(C)(C)c1cc(NC(=O)COC(=O)C2CC2)n(-c2ccccc2)n1 | 4 | 2 | 6 | 1.5 | nt | -2 | -1.0 | -6 | 1.4
CC(OC(=O)c1cn(-c2ccccc2)nc1-c1cccnc1)C(N)=O (stereo not given) | 1 | 7 | 9 | -0.1 | 0.0 | -2 | -0.9 | 1 | i
OCCNc1ncnc2c1sc1nc(N3CCOCC3)c3c(c12)CCC3 | 3 | 3 | -8 | 0.5 | 0.6 | 3 | 1.1 | -5 | -0.3
Cc1ccc(S(=O)(=O)N2CCN(c3ccccn3)CC2)cc1 | 5 | 4 | 5 | nt | 0.6 | 3 | 0.6 | -2 | i
CN(C)c1ccc(CNc2nc3ccccc3n2C)cc1 | 3 | nt | -1 | nt | -2.1 | nt | -0.1 | 0 | 0.2
O=C(CSC1CC(=O)N(CCc2ccccc2)C1=O)Nc1ccc(Cl)cc1 (stereo not given) | 19 | 0 | 13 | 0.1 | nt | -1 | -0.5 | -1 | -0.2
CCc1c(C(=O)NCc2cnn(C)c2)csc1C | -7 | 2 | 9 | -0.9 | 1.3 | -13 | 0.1 | -4 | -5.4
CSCCC(NC(=O)C1CCC(C)CC1)C(=O)NCCN1CCC(C)CC1 (stereo not given) | 6 | 1 | -3 | -1.0 | 2.1 | -2 | -0.1 | 0 | 2.1
Cc1ccccc1N=C(NO)c1cccnc1 | -5 | 2 | 9 | -0.7 | 1.5 | 1 | 0.4 | 4 | -1.0
Cc1ccc(O)c(-c2cc(C(=O)NCc3ccccc3)[nH]n2)c1 | 4 | 3 | 3 | -0.9 | nt | -7 | 0.3 | -1 | i
Cc1cc(C)c(S(=O)(=O)c2ccccc2)c(Cl)n1 | -2 | -2 | -3 | -2.8 | nt | -14 | 0.0 | -2 | i
CCNCC(O)COCC(O)CNCC (stereo not given) | 0 | 4 | -1 | 0.7 | nt | -2 | 0.0 | -4 | -1.3
COc1ccc(C(=O)N/N=C(/C)c2ccc(N3CCCCC3)cc2)cc1 | 1 | 3 | -1 | 0.0 | nt | nt | -0.3 | -1 | i
CCNC(=O)C1CCCN(C(=O)c2ccc(OC(F)F)cc2)CC1 (stereo not given) | 1 | nt | 3 | nt | 1.0 | nt | -0.8 | 0 | -1.1
Cc1oc(-c2ccccc2Cl)nc1CN1C(=O)CN=C(c2ccccc2)c2ccccc21 | 12 | 2 | 22 | -0.2 | -2.4 | 16 | -0.5 | -3 | nt
COc1ccc(-c2cc(C(=O)NCc3cccc(C(F)(F)F)c3)[nH]n2)c(C)c1 | 7 | nt | 0 | nt | 1.2 | nt | -0.9 | -6 | -1.3
CCCCNC(=O)C(Cc1ccccc1)NS(=O)(=O)c1ccc2c(c1)c(=O)n(C)c(=O)n2C (stereo not given) | -5 | -3 | -7 | 0.6 | -0.5 | -10 | -0.5 | 2 | nt
COC(=O)Cc1ccc(NC(=O)c2ccc3c(c2)C(=O)N(Cc2ccco2)C3=O)cc1 | -1 | 5 | 7 | -0.3 | -0.7 | 3 | 0.6 | -2 | i
CCCCCn1c(N)c(C#N)c2nc3ccccc3nc21 | 2 | -1 | 1 | 0.9 | 0.6 | -25 | 1.9 | 0 | -6.7
CCc1nc2c(OCc3ccc(C(F)(F)F)cc3)cccn2c1N(C)C(=O)C1CC1 | 23 | nt | 17 | nt | 2.8 | nt | -0.2 | 1 | 0.7
SMILES | PrPC TRFRET | SARS 3CLpro inh | Y pestis TopoI | PfHsp40 yeast | TcdB inh | SSB-PriA inh | BoNT-A LC inh2 | Anthrax LF prot | Vc quorum ag
CC(OC(=O)CCC(=O)N1CCN(S(=O)(=O)c2ccc3ccccc3c2)CC1)C(=O)NC(N)=O (stereo not given) | 4 | 2 | 14 | 0.1 | 0.4 | -2 | -5.2 | 1 | -0.2
COc1ccc(-c2nnc(S/C(=C/c3ccc(Cl)cc3)C(=O)O)o2)cc1 | 0 | 0 | 3 | -1.3 | -0.1 | -7 | 0.1 | -2 | i
CC1Cc2ccccc2N1Cc1cc(=O)c(OCC(=O)NCCc2ccccc2)co1 (stereo not given) | 1 | nt | 30 | -0.3 | 1.0 | 6 | 0.7 | -6 | i
COc1cccc(NC(=O)NC(=O)c2c(C)cc(Cl)nc2Cl)c1 | 6 | -2 | 2 | 3.1 | -1.0 | -13 | 1.7 | 1 | -0.2
Cc1cc(=O)c2n(Cc3ccc(Cl)cc3)nc[n+]2[nH]1 | 4 | 2 | -7 | -0.2 | nt | -2 | -1.1 | -10 | nt
COc1ccc(NC(=S)N2CCCC2)cc1 | 0 | -2 | 2 | 0.3 | nt | -9 | -0.2 | 1 | -0.3
Cc1ccc(-c2nnn(CC(=O)N(c3cccc(O)c3)C(C(=O)NC(C)(C)C)c3cccs3)n2)o1 (stereo not given) | nt | 0 | 6 | 0.7 | 0.7 | 1 | 0.0 | -2 | i
CCN1c2ccccc2-c2nc3ccccc3n2C1c1ccncc1 (stereo not given) | 5 | -4 | 15 | -0.7 | nt | -5 | -0.4 | -2 | -0.6
COc1ccc(S(=O)(=O)NCCc2csc(-c3cccnc3)n2)cc1 | 4 | -4 | -10 | -1.4 | -0.3 | 2 | -0.1 | -6 | i
COc1ccc(/C=N/Nc2nc(-c3cccc(S(=O)(=O)N4CCCC4)c3)cs2)cc1OC | 3 | 7 | -2 | 0.4 | nt | nt | -0.9 | 0 | -0.1
Cc1cc(S(=O)(=O)N2CCCC2)ccc1OCC(=O)NC1CCCC1 | -2 | -1 | 5 | -0.1 | 0.1 | -11 | -0.6 | -6 | -0.3
Cc1ccc2[nH]c(=O)c3cc(C(=O)N(C)C4CCCCC4)sc3c2c1 | -6 | 6 | 6 | 1.6 | -0.1 | 4 | 2.4 | -2 | -0.3

Some of the compounds tested. The share of hits here may be higher or lower than overall.
